D1 antag – Antagonist of Human D 1 Dopamine Receptor: qHTS. activity change, negative = inhibition, % at 10 µM. hit rate 3.2% among 360,000. D(1A) dopamine receptor (Homo sapiens), P21728. HEK293 TREx D1 cells, calcium flux, dopamine EC80; stronger effect = lower value; in the data active = activity change below about -30%; also: % is scaled to controls: 0 for no effect and ±100 for the full control effect
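Allosteric or orthosteric antagonism assessed as attenuation of the calcium response to EC80 dopamine, added 180 s after compound, in induced HEK293 Trex D1 cells loaded with no-wash calcium dye.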
TRHR ag – qHTS for Small Molecule Agonists and Allosteric Enhancers of Human TRH Receptor: Primary Screen for Agonists | activation, % at 2 µM | TRHR cells, calcium flux fluo-8, FDSS agonist mode | hit rate 0.18% among 360,000 | AID 493084, 2011 | Thyrotropin-releasing hormone receptor (Homo sapiens), P34981; also: 0% is about no effect
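TRHR-expressing cells, plated overnight in medium with 10% serum, were loaded with fluo-8 calcium dye at room temperature. After a 10 s baseline, library compound was pin-added and calcium release was recorded kinetically (ex 480/em 530) as agonist response.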
D2 antag – HTS Assay for Allosteric Antagonists of the Human D2 Dopamine Receptor: Primary Screen for Antagonists; hit rate 2% among 340,000; inhibition, % at 10 µM; D(2) dopamine receptor (Homo sapiens), P14416; AID 485344, 2010; HEK293 TREx D2 cells, calcium flux, dopamine EC80; in the data active = inhibition above about 30%; also: 0% is about no effect
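Antagonism is scored as inhibition of an EC80 dopamine-evoked calcium signal in a force-coupled, tetracycline-inducible HEK293 T-REx D2 line, with compound present 180 s before agonist.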
D1 potentiator – Potentiators of Human D1 Dopamine Receptor: qHTS; D(1A) dopamine receptor (Homo sapiens), P21728; HEK293 TREx D1 cells, calcium flux, dopamine EC20 potentiation; potentiation, % at 10 µM; hit rate 0.036% among 360,000; AID 504651, 2011; in the data active = potentiation above about 30%; also: 0% is about no effect
RXFP1 antagonist – qHTS Assay for Antagonists of the Relaxin Receptor RXFP1; HEK293-RXFP1, relaxin-stimulated cAMP HTRF, 30 min; stronger effect = lower value; activity change, negative = inhibition, % at 57.5 µM; hit rate 0.59% among 350,000; AID 1259400, 2018;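 active = activity change of -60% or lower, but not beyond a set lower limit; inconclusive = change between -60% and -40%, or beyond the set limit; inactive = change above -40%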; also: % is scaled to controls: 0 for no effect and ±100 for the full control effect
Target sequence (Q9HBX9 whole entry, looked up): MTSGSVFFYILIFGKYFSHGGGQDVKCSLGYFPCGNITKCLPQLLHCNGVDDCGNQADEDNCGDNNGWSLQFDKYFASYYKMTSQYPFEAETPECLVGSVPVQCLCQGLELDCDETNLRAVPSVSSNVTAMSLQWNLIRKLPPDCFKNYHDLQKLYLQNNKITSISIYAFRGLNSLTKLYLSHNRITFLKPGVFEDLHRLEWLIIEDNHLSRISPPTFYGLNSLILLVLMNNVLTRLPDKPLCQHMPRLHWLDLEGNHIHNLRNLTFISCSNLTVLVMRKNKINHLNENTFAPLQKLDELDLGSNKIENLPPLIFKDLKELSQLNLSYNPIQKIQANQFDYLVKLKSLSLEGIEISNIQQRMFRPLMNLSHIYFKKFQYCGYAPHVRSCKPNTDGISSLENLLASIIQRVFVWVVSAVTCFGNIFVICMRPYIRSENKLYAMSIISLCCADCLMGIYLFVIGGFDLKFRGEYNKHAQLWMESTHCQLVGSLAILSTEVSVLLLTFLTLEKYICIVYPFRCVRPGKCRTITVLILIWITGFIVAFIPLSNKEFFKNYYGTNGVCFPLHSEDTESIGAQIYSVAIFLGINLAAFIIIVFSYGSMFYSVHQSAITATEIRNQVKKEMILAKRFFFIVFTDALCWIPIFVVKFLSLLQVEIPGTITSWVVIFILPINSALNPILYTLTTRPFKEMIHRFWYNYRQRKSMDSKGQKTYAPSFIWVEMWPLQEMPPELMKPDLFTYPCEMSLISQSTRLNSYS
TRHR enhancer – qHTS for Small Molecule Agonists and Allosteric Enhancers of Human TRH Receptor: Primary Screen for Enhancers; hit rate 0.66% among 360,000; enhancement, % at 2 µM; TRHR cells, fluo-8 calcium fluorescence, EC20 TRH enhancement; AID 493056, 2011; Thyrotropin-releasing hormone receptor (Homo sapiens), P34981; in the data active = enhancement above about 30%; also: 0% is about no effect
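Enhancer read-out: after compound pinning and an initial kinetic agonist-mode read, an EC20 of TRH (10 nM final) was injected and fluo-8 calcium signal (Ex 480/Em 530) followed at 1 s/cycle for 100 cycles in TRHR-expressing cells.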
D2 PAM – HTS Assay for Positive Allosteric Modulators of the Human D2 Dopamine Receptor: Primary Screen for Potentiators. D(2) dopamine receptor (Homo sapiens), P14416. HEK293 T-REx D2, calcium flux, EC20 dopamine potentiation. potentiation, % at 10 µM. hit rate 0.34% among 340,000;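 active = potentiation over 3 SD above the plate norm, cut at about 30% in these data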; also: 0% is about no effect
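Tetracycline-induced HEK293 T-REx cells force-coupled to calcium signalling expressed D2; compounds were pin-added after a 10 s baseline, read kinetically 180 s, then an EC20 dopamine challenge followed with a further 180 s calcium read.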
D2 agonist – HTS Assay for Allosteric Agonists of the Human D2 Dopamine Receptor: Primary Screen for Agonists. HEK293 T-REx D2 cells, calcium flux agonist mode. activation, % at 2 µM. hit rate 0.53% among 340,000;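 active = activation over 3 SD above normal in the single-dose calcium agonist read, cut at about 30% in these data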; also: 0% is about no effect
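Agonism is scored from calcium flux in a force-coupled, inducible HEK293 cell line expressing D2, read kinetically for 180 s after compound addition against dopamine controls.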
D1 ag – Allosteric Agonists of the Human D1 Dopamine Receptor: qHTS | D(1A) dopamine receptor (Homo sapiens), P21728 | HEK293 T-REx D1 cells, calcium flux, agonist mode | activation, % at 2 µM | hit rate 1% among 360,000 | AID 504660, 2011; also: 0% is about no effect
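Agonism was scored from calcium flux recorded over 180 s (1 read/s) after pintool compound addition, following a 10-cycle baseline. Cells were inducible force-coupled HEK293 TREx D1, plated overnight at 30 C and loaded with no-wash calcium dye.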
An asterisk follows results filed as active; ? = inconclusive; · = not tested or not shown. Rule as the data show it, unless noted: active = activation above about 30%; inactive = the rest. Outcome played no part in choosing rows, and some 7.3% of all compounds hit somewhere here.

SMILES	D1 antag	TRHR ag	D2 antag	D1 potentiator	RXFP1 antagonist	TRHR enhancer	D2 PAM	D2 agonist	D1 ag
Fc1ccccc1CN1CCCC(NC2CCC2)C1 (configuration not stated)	30.5	-0.5	-10.1	-3.0	11.6	-4.0	-1.0	2.0	5.5
CCCCn1c(=O)[nH]c(=O)c2c1nc(-c1ccc(C#N)cc1)n2C1CCCC1	1.9	-0.7	·	-1.8	0.0	4.1	·	·	-0.2
COc1ccc(NC(=O)CSc2nnc(-c3ccncc3)n2CC2CCCO2)c(OC)c1 (configuration not stated)	15.9	0.4	-13.8	0.6	1.2	-1.8	16.2	0.5	2.5
CCC1(C)N(O)C(C)(C)C(c2ccc(F)cc2)=[N+]1[O-] (configuration not stated)	21.6	-0.7	-13.9	2.2	1.7	-7.1	23.4	0.8	0.0
COc1ccccc1CCC(=O)OCC(=O)Nc1cccc(S(=O)(=O)N2CCOCC2)c1	-17.8	-1.8	4.0	-3.2	4.9	7.6	11.9	-1.3	7.4
Cc1ccc(NC(=O)c2ccc3nsnc3c2)c(C)c1	-10.8	-0.6	-22.8	-6.1	7.2	3.8	5.6	0.2	-0.6
COc1ccc2oc(C(=O)OCC(=O)N(C)Cc3ccccc3)c(C)c2c1	1.7	0.2	-14.4	-8.2	-16.6	-1.7	6.0	0.1	1.1
COc1cccc(CN2C(=O)CCC2(C)C(=O)NC2CCCCC2)c1 (configuration not stated)	-13.8	0.5	0.9	-0.2	·	-1.4	-4.7	1.5	0.9
CCOC(=O)N1C(=O)[C@](c2ccc(Cl)cc2)(C(C)C)N1C(=O)OCC	7.5	0.3	5.7	-1.4	·	-5.6	5.2	1.0	4.9
Cc1nc(NC(=S)NC(=O)c2cccs2)sc1C(=O)N(C)C	0.3	0.2	11.9	-0.8	6.7	-10.7	-0.9	0.1	1.7
C[C@H](NC(=O)OC(C)(C)C)c1nnc(SCC(=O)c2ccc(Cl)cc2)o1	-12.7	-0.4	2.8	0.9	-16.6	-13.7	-2.5	-1.2	3.4
COc1ccc(N2CCN(c3n[nH]c(N)n3)CC2)cc1	-1.1	0.8	-5.5	-0.3	-2.4	9.9	-9.9	0.4	3.8
CCc1ccc(OCC(=O)Nc2ccc3oc(=O)ccc3c2)cc1	-10.0	-0.8	-14.9	-5.0	-0.3	-4.0	-4.2	0.5	4.7
CC(=O)Nc1ccc(S(=O)(=O)N2CCCC2C(=O)O)cc1 (configuration not stated)	2.3	0.1	·	-1.8	-3.3	29.6	·	·	3.2
CCOc1ccc(CCNC(=O)C2CCC(=O)N2CCc2ccccc2)cc1OCC (configuration not stated)	3.4	-0.3	24.8	10.3	5.1	-3.2	-1.6	-1.0	0.5
Oc1ccccc1CNc1ncc(Br)cc1Br	7.7	-0.4	-6.9	-2.6	?	2.5	-4.1	0.2	-1.7
Cc1cccc(C)c1NC(=O)C1CCCN(CCCc2ccccc2)C1 (configuration not stated)	-0.7	0.6	-9.8	-5.5	-1.1	6.9	-1.7	1.0	12.1
CC(C)NC(=O)c1ccc(Sc2ccccc2)c([N+](=O)[O-])c1	-6.9	-1.4	·	-8.8	-5.4	-4.3	·	·	7.5
O=C(NCCCCc1ccccc1)c1cc([N+](=O)[O-])cc([N+](=O)[O-])c1	-16.5	-1.0	-24.9	-1.9	8.2	1.4	5.8	-0.2	5.4
CC(C)(C)NC(=O)COC(=O)CCC(=O)c1ccc(Cl)cc1	0.9	-0.7	1.6	-5.8	-0.7	-3.7	2.8	-0.8	4.9
CS(=O)(=O)c1ccc(Cl)c(NC(=O)COc2ccc3c(c2)CCC3)c1	-1.1	-0.7	14.3	0.1	-21.0	-5.5	11.3	-0.4	5.5
C#CCOC(=O)Nc1cccn(Cc2c(Cl)cccc2Cl)c1=O	-5.0	0.8	-4.1	1.4	-1.9	-5.8	-7.5	-0.3	0.5
COC(=O)COc1cc(C)cc2oc(=O)c(CC(=O)OC)c(C)c12	-2.6	0.4	16.3	-0.9	1.7	-2.4	5.4	0.2	1.5
Cc1nc(-c2cccc(NS(=O)(=O)c3ccc4ccccc4c3)c2)cs1	-13.4	0.4	10.1	-4.8	-11.4	9.0	-7.5	1.3	7.5
O=[N+]([O-])c1cc(CN2CCCC2)c2cccnc2c1O	13.5	1.1	-18.3	-4.8	·	3.2	-15.5	0.4	0.6
CCCC[C@@]1(C2CCCC2)Cc2cc(OCC(=O)O)c(Cl)c(Cl)c2C1=O	12.4	0.0	6.9	-3.3	·	-5.8	-7.9	1.9	-1.6
COCCCNC(=O)Cn1ncc2c(=O)oc3ccccc3c21	-30.3*	0.5	8.1	-6.0	3.4	3.9	2.0	-0.4	3.9
O=C(CCc1nnc2ccc(N3CCC4(CC3)OCCO4)nn12)NCc1ccc(F)cc1	-2.6	-2.0	·	-2.0	21.8	-6.8	·	·	6.4
CCn1c(SCC(=O)Nc2cccc(NC(C)=O)c2)nc2c([nH]c3ccccc32)c1=O	-3.1	-0.1	-5.4	-0.8	-9.9	-1.8	-1.6	1.1	2.6
CC12CC3CC(C)(C1)CC(C(=O)N1CCN(C(=O)C4CCCO4)CC1)(C3)C2 (configuration not stated)	-0.4	-0.1	-3.5	4.7	-8.9	-2.0	6.9	0.1	1.1

Reprinted from the results shown, 9 compounds:
SMILES	D1 antag	TRHR ag	D2 antag	D1 potentiator	RXFP1 antagonist	TRHR enhancer	D2 PAM	D2 agonist	D1 ag
C#CCOC(=O)Nc1cccn(Cc2c(Cl)cccc2Cl)c1=O	-5.0	0.8	-4.1	1.4	-1.9	-5.8	-7.5	-0.3	0.5
COC(=O)COc1cc(C)cc2oc(=O)c(CC(=O)OC)c(C)c12	-2.6	0.4	16.3	-0.9	1.7	-2.4	5.4	0.2	1.5
Cc1nc(-c2cccc(NS(=O)(=O)c3ccc4ccccc4c3)c2)cs1	-13.4	0.4	10.1	-4.8	-11.4	9.0	-7.5	1.3	7.5
O=[N+]([O-])c1cc(CN2CCCC2)c2cccnc2c1O	13.5	1.1	-18.3	-4.8	·	3.2	-15.5	0.4	0.6
CCCC[C@@]1(C2CCCC2)Cc2cc(OCC(=O)O)c(Cl)c(Cl)c2C1=O	12.4	0.0	6.9	-3.3	·	-5.8	-7.9	1.9	-1.6
COCCCNC(=O)Cn1ncc2c(=O)oc3ccccc3c21	-30.3*	0.5	8.1	-6.0	3.4	3.9	2.0	-0.4	3.9
O=C(CCc1nnc2ccc(N3CCC4(CC3)OCCO4)nn12)NCc1ccc(F)cc1	-2.6	-2.0	·	-2.0	21.8	-6.8	·	·	6.4
CCn1c(SCC(=O)Nc2cccc(NC(C)=O)c2)nc2c([nH]c3ccccc32)c1=O	-3.1	-0.1	-5.4	-0.8	-9.9	-1.8	-1.6	1.1	2.6
CC12CC3CC(C)(C1)CC(C(=O)N1CCN(C(=O)C4CCCO4)CC1)(C3)C2 (configuration not stated)	-0.4	-0.1	-3.5	4.7	-8.9	-2.0	6.9	0.1	1.1

(listing goes on)
SMILES	D1 antag	TRHR ag	D2 antag	D1 potentiator	RXFP1 antagonist	TRHR enhancer	D2 PAM	D2 agonist	D1 ag
Cc1ccc(NC(=O)OCCNC(=O)c2ccncc2)cc1	-26.6	-0.5	-36.9	0.7	-13.2	16.2	-9.9	0.0	0.3
CCOC(=O)/C=C/C(=O)Nc1ccc(S(=O)(=O)Nc2cc(C)on2)cc1	34.9	0.5	1.2	-7.8	13.7	4.1	-2.2	-0.3	3.3
N#C/C(=C\c1ccc(OC(=O)c2ccc(Cl)s2)cc1)c1nc2ccccc2[nH]1	16.7	1.2	3.5	3.3	-19.9	1.4	-6.7	-1.1	-1.9
Cc1noc(C)c1C(=O)N(CC(=O)Nc1ccc(Cl)c(C(F)(F)F)c1)Cc1ccco1	-16.3	0.3	-16.1	-4.0	-25.0	1.2	-9.2	0.6	2.9
Cc1cccc(/C=N/NC(=O)c2ccc(NC(=O)c3cccc(Cl)c3)cc2)n1	-4.4	0.2	-12.4	-5.6	24.4	4.0	-19.6	1.7	-3.1
COc1ccc(-c2csc(NC(=O)C3CC(=O)N(c4ccc5c(c4)OCCO5)C3)n2)cc1 (configuration not stated)	4.6	1.1	·	3.3	-4.6	0.8	·	·	8.7
C#CCn1cnc2c(cnn2-c2ccc(C)c(C)c2)c1=O	2.5	-0.2	-29.5	-6.8	-9.2	10.7	1.3	0.3	6.3
COc1ccc(CCNC(=O)c2ccc(CSc3ccccc3)o2)cc1	6.1	-0.3	-3.0	-4.5	0.4	-1.6	1.4	-0.4	5.3
CC(NC(=O)Cc1ccc(NC(=O)N2CCCCc3ccccc32)cc1)c1ccccc1 (configuration not stated)	-3.0	0.1	·	-4.8	·	-3.5	17.8	-2.0	4.9
COC(=O)c1cc(OC)c(OC)cc1NC(=O)CN1CCOCC1	-20.8	0.7	1.5	1.9	-20.5	0.8	5.5	0.9	0.6
COC(=O)c1ccc(C2C(C#N)=C(N)Oc3cc(O)ccc32)cc1 (configuration not stated)	-15.1	5.9	11.4	3.6	-1.4	6.2	8.8	1.3	9.5
CC(C)Oc1ccc(CNC(=S)N/N=C/c2ccc([N+](=O)[O-])cc2)cc1	-7.3	-0.8	1.2	-3.3	-19.7	0.1	16.1	-0.3	-2.3
CCOC(=O)C1CCCN(CCC(=O)Nc2ccc(C)cc2)C1 (configuration not stated)	-25.0	0.0	-0.3	0.5	1.9	-5.0	-29.7	0.6	2.0
Cc1cc(NCc2ccccc2)c2ccccc2n1	-13.4	1.1	-2.0	-2.0	-9.2	-8.2	-7.6	0.6	6.4
CCn1ccnc1CN(C)Cc1cn(C)nc1-c1ccccc1F	0.1	0.3	14.5	3.1	3.8	-1.9	-6.6	0.9	1.8
CCCCc1ccc(NC(=S)NCCCN2CCOCC2)cc1	6.5	-0.5	-16.4	-2.9	-7.7	-2.0	-13.2	0.2	4.4
CC1=NN(c2ccccc2)C(=O)/C1=C\N(O)c1ccccc1	5.9	0.1	-4.3	-3.0	-5.5	5.1	2.1	-0.5	2.0
COc1ccc(N(C(=O)c2cccnc2)S(=O)(=O)c2cc(OC)ccc2OC)cc1	24.3	-0.4	-1.8	-5.0	3.0	2.7	7.6	-0.2	1.5
COc1ccccc1CNC(=O)C1CCC(CNS(=O)(=O)c2ccccc2)CC1 (configuration not stated)	-9.1	-0.7	9.1	5.1	5.9	3.7	5.0	0.0	1.5
